Compound activity as filed in PubChem.
MC4R ag barr = MC4R agonists recruiting beta-arrestin, primary screen, cell-based, luminescence, agonist arm of biased-ligand search. Melanocortin receptor 4 (Homo sapiens), P32245. 360,000 compounds, 0.98% hits. activation, % at 8.9 µM. U2OS MC4R beta-arrestin complementation; percent of melanotan II response, DMSO zero;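 active means activation above a per-plate cutoff, the mean activation of sample wells on that plate plus 3 SD, cut at about 8% in these data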
N-glyco inh = increase of ERlucT glycosylation luciferase signal, primary screen, N-linked glycosylation inhibitor project, D54 ERlucT cells, luminescence, set 2. reporter increase, % at 12.5 µM. AID 588692, 2011. 360,000 compounds, 0.23% hits. D54 ERlucT glycosylation luciferase reporter, 24 h; percent of 100 nM tunicamycin response;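 active means mean luciferase reporter signal, scaled so untreated is 0 and the glycosylation-blocking control 100, at or above a set limit in every replicate; inconclusive means mean reaches the limit but not every replicate does; inactive means mean below the limit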;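 further: luciferase carries N-glycosylation sites so blocking glycosylation raises the light; 0% = median of neutral control wells and 100% = median of 100 nM tunicamycin wells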
Granule exo inh = LAMP-1 surface exposure blockers, TALL-104 cells – cell-based, flow cytometry, MLPCN library, primary screen; TALL-104 LAMP-1 surface exposure; cells stimulated with thapsigargin and PMA; inhibition, % at 10 µM; 360,000 compounds, 0.66% hits; AID 651702, 2012;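 active means inhibition above about 55%, limit read from the data; inconclusive means no clear call, values can overlap the other calls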
m5-HT2A agonist = mouse Htr2a agonists via beta-arrestin recruitment, primary screen, cell-based, luminescence | 5-hydroxytryptamine receptor 2A (Mus musculus), P35363 | CHO-K1 mHTR2A beta-arrestin complementation; percent of 30 µM serotonin response | activation, % at 7.6 µM | 360,000 compounds, 0.66% hits | AID 624169, 2012;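 active means activation above a run cutoff, the mean activation of all tested compounds plus 3 SD, cut at about 14% in these data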;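 further: 0% = plate median of compound wells and 100% = 30 µM serotonin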
ABHD5 PLIN5 PPI = ABHD5-PLIN5 interaction inhibitors, primary screen, cell lysate, split luciferase complementation, luminescence | Split G. princeps luciferase complementation, 4 h | inhibition, % at 4 µM | 360,000 compounds, 0.78% hits | AID 602281, 2012;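 active means inhibition above the mean inhibition across every tested compound plus 3 SD, cut at about 22% in these data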;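 further: 0% = DMSO only wells and the 100% control is not disclosed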
ABCB6 inh 2 = ABCB6 transporter inhibitors, primary screen, K562-ABCB6 cells, flow cytometry, MLPCN library; K562-ABCB6 porphyrin accumulation, 1 h; active compounds read low; AID 602162, 2011; fluorescence ratio to DMSO, % at 10 µM; 360,000 compounds, 0.19% hits; ATP-binding cassette sub-family B member 6 (Homo sapiens), Q9NP58;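 active means fluorescence ratio to DMSO below 75%, the collection mean minus 3 SD; inconclusive means too few cells collected in the well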;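 further: signal is porphyrin accumulated inside mitochondria; 100% equals median channel fluorescence of DMSO control wells; lower ratio means ABCB6 inhibition with less porphyrin fluorescence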
Target sequence (Q9NP58 whole entry, looked up): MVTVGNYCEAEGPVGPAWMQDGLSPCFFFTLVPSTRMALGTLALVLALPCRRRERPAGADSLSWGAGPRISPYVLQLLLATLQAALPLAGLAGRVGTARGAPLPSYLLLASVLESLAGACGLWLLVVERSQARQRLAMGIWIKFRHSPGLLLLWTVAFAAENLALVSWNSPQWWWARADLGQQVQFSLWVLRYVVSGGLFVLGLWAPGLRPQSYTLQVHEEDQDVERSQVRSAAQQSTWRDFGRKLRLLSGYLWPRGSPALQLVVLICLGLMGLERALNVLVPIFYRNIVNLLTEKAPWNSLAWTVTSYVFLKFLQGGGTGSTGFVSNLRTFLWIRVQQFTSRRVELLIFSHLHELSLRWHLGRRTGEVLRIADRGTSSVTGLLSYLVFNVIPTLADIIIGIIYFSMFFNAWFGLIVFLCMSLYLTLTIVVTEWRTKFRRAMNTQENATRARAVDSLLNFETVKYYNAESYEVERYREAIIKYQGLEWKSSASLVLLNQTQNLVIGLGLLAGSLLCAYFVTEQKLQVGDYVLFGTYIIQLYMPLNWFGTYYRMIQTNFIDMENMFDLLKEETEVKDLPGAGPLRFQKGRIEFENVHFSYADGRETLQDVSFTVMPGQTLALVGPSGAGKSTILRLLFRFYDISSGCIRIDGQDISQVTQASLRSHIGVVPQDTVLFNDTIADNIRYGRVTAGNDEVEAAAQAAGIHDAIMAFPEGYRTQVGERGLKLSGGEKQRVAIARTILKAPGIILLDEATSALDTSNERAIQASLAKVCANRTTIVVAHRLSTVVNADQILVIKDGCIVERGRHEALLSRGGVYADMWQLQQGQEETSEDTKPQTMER
MC4R antag cAMP = MC4R antagonists of cAMP signaling, primary screen, cell-based, TR-FRET, antagonist arm of biased-ligand search. 360,000 compounds, 0.48% hits. inhibition, % at 6.5 µM. AID 540295, 2011. Melanocortin receptor 4 (Homo sapiens), P32245. MC4R-expressing cells, MTII-stimulated cAMP, LANCE TR-FRET;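 active means inhibition above its plate's cutoff, the mean of tested wells on that plate plus 3 SD, cut at about 29% in these data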;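 further: 0% = Melanotan II alone and 100% = Melanotan II plus saturating MCL0020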
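Test system: U2OS cells stably expressing human melanocortin 4 receptor (MC4R); also added: Melanotan II challenge; compound: 6.5 µM single dose; timing: 30-min compound preincubation, 1-h Melanotan II challenge, 1-h detection, room temperature; signal: Eu-cAMP/anti-cAMP TR-FRET, emission 671 nm; repeats: one well per compound, no replicates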
PDI inh = inhibitors of human PDI, primary screen, biochemical, turbidity, single point, plate reader | Protein disulfide-isomerase (Homo sapiens), P07237 | PDI insulin aggregation turbidity, A650, 90 min | inhibition, % at 10 µM | 350,000 compounds, 0.052% hits | AID 588391, 2011;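 active means mean inhibition across replicates of 30% or more, whatever share of single replicates reach that level; inconclusive means mean inhibition below 30% while every single replicate reaches 30%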;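 further: absorbance from insulin aggregation driven by PDI reduction with DTT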
H9c2 protect = cardioprotection against H2O2-induced cell death, primary screen, uHTS, H9c2 cells, ATPLite luminescence | AID 588492, 2011 | protection from H2O2 cell death, % at 20 µM | H9c2 cardiomyocytes, H2O2 injury protection, 2 h | 360,000 compounds, 0.63% hits;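 active means compounds giving at least 50% protection of heart cells from peroxide-induced death in the single-dose screen, raw or plate-pattern-corrected value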;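 further: 0% = DMSO wells with peroxide and 100% = DMSO wells without peroxide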
CaV13 FRET inh = Primary screen for inhibitors of IQ motif and Ca2+-dependent inactivation inhibitor domain binding in CACNA1D, Förster resonance energy transfer in living cells, … | HEK cells, CFP/YFP FRET ICDI-IQ, plate reader, 10 min; percent FRET-ratio fall versus neutral wells | inhibition, % at 12.3 µM | 340,000 compounds, 0.098% hits | AID 743397;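 active means mean replicate inhibition of at least 30% and at least 1% of replicates passing that level; inconclusive means only one of the two criteria is met; inactive means neither criterion is met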;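 further: 0% = median of the neutral control wells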
Numbers without * were called inactive; ? = inconclusive; · = no result given.

Results follow in this order: N-glyco inh	MC4R antag cAMP	H9c2 protect	ABHD5 PLIN5 PPI	ABCB6 inh 2	Granule exo inh	m5-HT2A agonist	PDI inh	CaV13 FRET inh	MC4R ag barr
1) CCOC(=O)c1cnn(-c2ncnc3c2oc2ccccc23)c1N
  1	8	-10	-1	91	-1	3	0	-5	-0.4
2) CC(=O)Oc1ccc(Cn2c(C)c(C(=O)N(C)Cc3ccc(F)cc3)sc2=O)cc1
  -2	-5	-1	2	103	-5	-3	12	12	0.2
3) COc1ccccc1CNC(=O)COC(=O)Cc1ccc(Cl)cc1
  2	12	1	3	95	-13	1	-6	-4	-0.4
4) COc1ccc(OCC(O)CN2CCN(c3ccc(Cl)cc3)CC2)cc1 (centres undefined)
  -2	4	-6	-3	105	4	-8	8	-19	11*
5) Cc1ccc(C(=O)NCC(=O)N(C)Cc2cccc(F)c2)s1
  1	9	-2	-5	100	-2	4	0	-12	0.6
6) CC1CCC(NC(=O)c2nn(C)c3c2CSc2ccccc2-3)CC1 (centres undefined)
  -2	-3	17	-3	99	2	8	0	-3	-2.3
7) COc1ccc(CCNC(=O)COC(=O)Cc2c[nH]c3ccccc23)cc1OC
  1	16	3	-2	103	9	1	-2	-4	-1.9
8) CC1CCC(NC(=O)COC(=O)c2ccco2)CC1 (centres undefined)
  0	7	5	7	96	-13	-1	12	-5	-2.1
9) N#Cc1cccc(C#N)c1NCC1CCCO1 (centres undefined)
  2	24	-5	-17	99	-10	-9	7	-19	-0.8
10) Cc1cc(C)nc(SCc2nnc(SCC(=O)Nc3nccs3)n2Cc2ccco2)n1
  -1	1	3	3	99	-6	-7	1	·	-2.6
11) CCOC(=O)N1CCN(C(=O)COc2ccc3ccccc3c2Br)CC1
  0	16	-5	-4	100	-6	10	6	-5	-1.2
12) CN(C)Cc1c(O)ccc2c1O/C(=C\C=C\c1ccccc1)C2=O
  25	0	36	29*	98	6	0	4	-181	0.3
13) NC1=NC(=O)/C(=C/c2c(OS(=O)(=O)c3ccc(Cl)cc3)ccc3ccccc23)S1
  0	7	-12	2	96	-5	4	-8	-5	9.6*
14) O=S(=O)(Cc1ccccc1Cl)N1CCN(Cc2ccc3c(c2)OCO3)CC1
  1	8	-6	-3	98	2	-5	-1	-8	-0.4
15) Cc1ccc(S(=O)(=O)N(C)C)cc1NC(=S)N1CCN(Cc2ccc3c(c2)OCO3)CC1
  -1	1	-16	-7	92	-2	-1	6	-6	-2.7
16) Cc1sc2cc(-c3cccc([N+](=O)[O-])c3)c(-c3cccc([N+](=O)[O-])c3)c[n+]2c1C
  1	15	3	-6	104	5	-2	5	-4	-0.9
17) CN(c1ccccc1)S(=O)(=O)c1ccc(C(=O)OCC(=O)NCc2cccs2)cc1
  7	-8	-7	9	102	-3	5	-2	0	2.4
18) O=C1/C(=C/c2cccc(O)c2)SC(=S)N1CC1CCCO1 (centres undefined)
  -2	6	-6	-1	96	-4	2	3	-7	2.5
19) CCc1nnc(NC(=O)CCC(=O)O)s1
  3	-1	4	4	103	-7	6	-5	-5	-0.5
20) O=C(Cn1cc(C(=O)C2CC2)c2ccccc21)NC1CCCC1
  0	4	9	-7	92	-1	-2	5	-3	-0.3
21) CN(C)c1ccc(/C=N/NC(=O)c2ccco2)cc1
  -12	-15	-16	2	99	-6	1	-7	-5	-2.5
22) CC(O)CNc1ccc([N+](=O)[O-])cc1S(=O)(=O)N1CCOCC1 (centres undefined)
  2	24	0	-1	98	-2	1	2	-3	-0.4
23) CC(OC(=O)c1cc(S(=O)(=O)N(C)c2ccccc2)ccc1Cl)C(=O)Nc1ccc2c(c1)OCCO2 (centres undefined)
  1	3	2	-2	100	1	-3	3	-4	-1.6
24) COc1ccc(-c2cc(C(=O)NCC3CCCO3)c3ccccc3n2)cc1 (centres undefined)
  1	7	3	-2	93	5	-4	-8	-5	-0.9
25) COCCNC(=O)c1onc(CSc2cc(C)cc(C)c2)c1C(=O)O
  2	5	-5	4	100	-2	4	17	-12	-0.5
26) Cc1ccc(N2CCN(C(=O)c3nn(C)c4c3CS(=O)(=O)c3ccccc3-4)CC2)c(C)c1
  2	0	-1	-5	92	0	-2	6	·	-1.8
27) O=C(O)c1cccc2c1-c1ccc(Cl)cc1C2=O
  0	-5	-5	-14	88	-1	0	-6	-5	-1.7
28) N#CCSc1nnc(COc2ccc3ccccc3c2)o1
  -2	-4	-3	-3	88	-1	-1	-3	-3	0.4
29) c1cncc(-c2nnc3n2CCC3)c1
  0	8	5	-5	93	1	2	-3	-8	-1.7
30) CCC(C)Nc1nc2c(C)cccn2c(=O)c1C=Nc1ccc(OC)cc1 (centres undefined)
  0	5	-12	-6	95	0	-4	7	3	-4.2
31) C[C@@H](N)C(=O)N[C@H]1CCC2C3CC=C4C[C@@H](O)CC[C@]4(C)C3CC[C@@]21C (some centres undefined)
  -4	0	-1	-2	95	-1	-1	-4	-8	-1.9
32) N#Cc1ccc(Oc2cccc(C(=O)O)c2)cc1C#N
  1	4	10	0	96	-2	0	0	-8	-1.3
33) Cc1ccc(NC(=O)C(CC(C)C)NC(=O)C2CCC(C)CC2)nc1 (centres undefined)
  1	-6	-2	0	99	-2	-1	2	·	-0.9
34) O=C(/C=C/[C@H]1O[C@@H](n2ccc(=O)[nH]c2=O)[C@H](O)[C@@H]1O)NCCN1CCCCC1
  -2	·	6	5	97	-3	16*	·	-4	·
35) Cc1ccccc1OCCN1CCC(Cc2ccccc2)CC1
  0	2	-2	8	99	-2	-4	9	-4	1.4
36) COC(=O)c1c(NC(=O)COC(=O)c2ccc(O)cc2)sc2c1CCCCC2
  3	30*	-19	-8	106	3	-6	2	-4	2.5
37) COc1ccccc1-n1c(COc2ccccc2-c2ccccc2)nnc1SCC(=O)c1c(N)n(C)c(=O)n(C)c1=O
  2	1	14	10	94	-2	4	6	7	2.1
38) CCc1ccc(OCC(=O)N2CC(C(N)=O)Oc3ccccc32)cc1 (centres undefined)
  1	2	4	-7	101	5	5	-1	-3	-1.0
39) NC(=O)c1ccsc1NC(=O)COC(=O)c1cc(=O)[nH]c2ccccc12
  3	3	12	6	96	-4	7	-6	-5	-0.1
40) COc1cc(C#N)c(NC(=S)N2CCN(C(=O)c3ccco3)CC2)cc1OC
  0	·	-7	-3	99	11	-1	·	-8	·
41) COCCCn1c(SCc2cc(=O)[nH]c3ccccc23)nnc1-c1ccco1
  1	12	10	-5	92	3	-1	5	·	-0.3
42) CCCc1cc(C(=O)N2CCCC(C(=O)c3cc(C)c(OC)c(C)c3)C2)n(C)n1 (centres undefined)
  0	12	-2	4	110	-2	-3	21	-2	-1.9
43) Cc1ccc(C)c(NS(=O)(=O)c2csc(C(N)=O)c2)c1
  0	2	4	-6	88	-9	-6	2	-18	-0.7
44) COC(=O)c1n[nH]c2ccccc12
  0	2	21	-5	98	3	1	-9	·	-1.2
45) Cn1c(O)c(C=Nc2ccc(N3CCOCC3)cc2)c(=O)n(C)c1=S
  2	1	10	-16	98	-1	2	-9	-6	-1.1
46) Cc1oc(-c2ccc(Cl)cc2)nc1CS(=O)CC(=O)NC1CCCCC1 (centres undefined)
  1	0	-6	2	98	0	12	2	-7	-0.2
47) COc1cc2[nH]c(=S)n(Cc3ccc(F)cc3)c(=O)c2cc1OC
  2	-4	-9	3	72*	-2	2	14	3	1.3
48) Cc1ccc(CNC(=O)COC(=O)C2CCC2)cc1
  0	3	6	0	96	13	4	0	-6	-1.1
49) Cc1occc1C(=O)Nc1nnc(-c2cccs2)s1
  -2	9	-3	0	97	-4	8	2	-15	13*
50) Cc1cc(C(=O)Cn2ncc(Cl)c(Cl)c2=O)c(C)n1CC(F)(F)F
  -5	17	-16	12	107	1	10	3	-3	-0.3
51) CNC(=O)c1ccccc1Sc1cccc2cccc(C(=O)O)c12
  1	15	6	1	98	-2	6	9	-16	0.7
52) CC(C)OC(=O)c1ccc(S(N)(=O)=O)o1
  1	2	4	5	94	-4	6	4	-18	-1.9
53) O=C(O)Cc1sc(Nc2cccc3ccccc23)nc1-c1ccccc1
  0	1	-5	-39	111	3	-3	-4	-2	-0.2
54) CC1(C)CC(=O)c2sc(NC(=O)Cc3cccs3)nc2C1
  3	0	2	-1	99	0	-7	-3	-6	2.1
55) Cc1ccc2c(C(=O)CN3CCOCC3)c(C)[nH]c2c1
  -1	-2	-1	11	94	-1	2	-2	-5	0.7
56) O=C(O)c1cc(-c2cccc([N+](=O)[O-])c2)n[nH]1
  -1	-2	5	-1	86	-2	-7	3	-6	-1.2
57) CCCNC(=O)C1(C)CCCN(Cc2csc3ccccc23)C1 (centres undefined)
  -4	4	4	-14	101	1	-7	2	-4	-0.6
58) CCOc1cc(/C=N/NC(=O)c2cc(-c3ccccc3)nc3ccccc23)ccc1O
  0	9	-4	-1	97	-20	-14	-8	-3	0.2
59) Cc1cccc2cc3c(N)c(C(=O)N4CCCc5ccccc54)sc3nc12
  16	-16	-2	-5	523	5	3	-5	-13	-2.3
60) C/C(N)=C(/C#N)C(=O)COC(=O)CNS(=O)(=O)c1ccc(F)c(F)c1F
  1	9	8	0	94	8	-6	-3	-3	-1.8
61) CC(=O)c1sc(NC(=O)CN2C(=O)C3CCCCC3C2=O)nc1-c1ccccc1 (centres undefined)
  3	8	10	3	95	4	5	10	-7	0.6
62) Cc1ccc(CN2C(=O)NC(Cc3c[nH]c4ccccc34)C2=O)cc1 (centres undefined)
  2	4	5	0	100	?	-2	-2	-4	-2.4
63) CC(=O)Oc1cccc(NC(=O)c2ccc3c(c2)C(=O)N(CC(C)C)C3=O)c1
  2	14	6	0	98	28	11	-11	-6	1.9
